TNAP activators: human TNAP enzyme activators, primary screen, biochemical, luminescent, no phosphate acceptor, uHTS (AID 1001) | Alkaline phosphatase, tissue-nonspecific isozyme (Homo sapiens) | purified TNAP, luminescent activation assay, no phosphate acceptor; higher activation fold means a stronger effect | one-dose activation fold at 20 µM; EC50 in µM for titrated hits | actives 0.03% (n = 200,000); in the data active = activation fold from about 3, or a potency from the dose series; inactive = the rest, 99 in 100 with activation fold below about 1.6; also: many of its hits are not listed in these tables
WT yeast gro inh: growth inhibition of WT strain, primary screen, mitochondrial fusion inhibitor project, WT and mutant strains, chemical genetic | inhibition, % at 10 µM | mitochondrial fusion phenotypic screen | actives 2.1% (n = 190,000) | AID 1362, 2008; in the data active = inhibition above about 58%; tested in S. cerevisiae
Myeloid diff MLP: induction of myeloid progenitor differentiation, primary screen, cell-based, flow cytometry, MLPCN library. actives 1% (n = 360,000). ER-HoxA9 myeloid progenitors, lysozyme-GFP differentiation. AID 624256, 2012. calls only at 10 µM;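 active = normalized GFP-positive differentiation at or above the plate's own cutoff, the solvent-only control mean plus 3 SD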;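 also: cells exposed to compound for four days before flow analysis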
CSM14.1 death rescue: rescue of cells from ER stress-induced death, primary screen, 384-well, CSM14.1, thapsigargin, ATP luminescence (AID 1222) | CSM14.1 thapsigargin-induced death rescue, ATP luminescence; higher % means a stronger effect | cellular ATP content (survival), % at 20 µM, or EC50 in µM where a hit was titrated | 190,000 tested, under 10 active;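 active = EC50 below 50 µM in the dose-response confirmation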;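 also: death triggered by thapsigargin at about 15 µM added after 2 h compound pretreatment; cell ATP read after overnight thapsigargin exposure of roughly 18 to 22 hours; normalized against plate controls of thapsigargin alone and 5% DMSO vehicle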
UTI89 phage lysis: inhibition of K1F phage lysis, E. coli UTI89, bacterial capsule biogenesis inhibitors, alamar blue (AID 488966) | E. coli UTI89 K1F phage lysis, alamar blue, 2 h; higher % means a stronger effect | actives 0.02% (n = 340,000) | inhibition, % at 100 µM, or IC50 in µM where a hit was titrated;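 active = phage lysis inhibition, versus mean bacterial control, above a set limit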;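 also: capsule biogenesis inhibitors block K1F phage lysis so surviving cells raise fluorescence; higher fluorescence means more inhibition of phage lysis; actives were called in the ten point dose series up to 300 µM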
PMI inhibition: human PMI inhibitors, high substrate, primary screen, biochemical, fluorescence intensity, high mannose 6-phosphate (AID 1220) | recombinant PMI enzyme, coupled fluorescence intensity; higher % means a stronger effect | one-dose inhibition, % at 20 µM; IC50 in µM for titrated hits | actives 0.66% (n = 190,000)
Hep lipid drop: inhibitors of hepatocyte lipid droplet formation, primary screen, imaging, high-throughput imaging, BODIPY stain. AML12 mouse hepatocytes, oleate lipid droplets. inhibition, % at 6.5 µM. actives 0.4% (n = 240,000);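 active = lipid droplet intensity inhibited by at least 50%, with more than 500 cells counted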
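Assay system: AML12 mouse liver cells | Compound: 6.5 µM single-point dosing | Schedule: Overnight exposure | Technique: Fluorescence imaging, 20x objective, two fields per well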
P. falciparum M1AAP: P. falciparum M1AAP inhibitors, biochemical, fluorogenic H-Leu-NHMec substrate, 1536-well (AID 1445). Aminopeptidase N (Plasmodium falciparum (isolate 3D7)). recombinant M1AAP, H-Leu-NHMec fluorogenic kinetic assay; higher % means a stronger effect. inhibition, % at 30 µM; hits with a dose series show IC50 in µM. actives 0.42% (n = 220,000);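 active = primary inhibition above the hit cutoff, then over 50% inhibition at one or more dose response concentrations, cut at about 23% in these data, passing the limit was not always enough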;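 also: plate controls were DMSO full reaction for no effect and no enzyme background for full effect; strong numbers were not always called active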
PMI inhibitors: inhibitors of human PMI, primary screen, biochemical, fluorescence intensity, coupled assay (AID 1209); Mannose-6-phosphate isomerase (Homo sapiens); purified PMI enzyme, coupled fluorescence intensity; higher % means a stronger effect; inhibition, % at 20 µM; hits with a dose series show IC50 in µM; actives 0.42% (n = 190,000);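 also: plate controls were DMSO vehicle for no effect and wells lacking substrate for full effect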
WT yeast gro inh mutant strain: second read-out of WT yeast gro inh, no call of its own (marks repeat the call); inhibition, %; mitochondrial fusion phenotypic screen, mutant strain inhibition
Hep lipid drop cells 6.5 µM: second read-out of Hep lipid drop, no call of its own (marks repeat the call); cell count; measured here: cell count, cytotoxicity flag;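 cells counted across two imaged fields per well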
Myeloid diff MLP GFP+ MAC1+ %: recorded beside Myeloid diff MLP, whose call it bears; GFP+ MAC1+ double positive, %; measured here: differentiation confirmed by MAC1 staining
* marks the source's active call; other numbers are inactive results; i = inactive; · = no result given; + = active, no number; [ ] = another dose, or the depositor's remark. Rule as the data show it, unless noted: active = inhibition above about 50%; inactive = the rest.

Preview, 5 compounds:
SMILES	TNAP activators	WT yeast gro inh	WT yeast gro inh mutant strain	Myeloid diff MLP	Myeloid diff MLP GFP+ MAC1+ %	CSM14.1 death rescue	UTI89 phage lysis	PMI inhibition	Hep lipid drop	Hep lipid drop cells 6.5 µM	P. falciparum M1AAP	PMI inhibitors
COc1ccc(OC)c(S(=O)(=O)n2ccnc2C)c1	1.1	6	13	i	0.8	1.1%	0.3%	-5%	6	770	-5%	0%
COC(=O)C1CCN(C(=O)NC2CCCCC2)CC1	1.1	11	21	i	7.1	-2.3%	7.5%	-4%	-4	721	-2%	-3%
FC(F)(F)c1cc(-c2cccs2)nc2nc(N3CCOCC3)sc12	1	10	-46	i	0.1	-1.4%	0.3%	-4%	4	705	5%	-15%
CCCCOC(=O)C1=C(C)Nc2ncnn2C1c1cccc(OC)c1OC (stereo unspecified)	1	19	11	i	1.0	·	0.2%	16%	8	733	-4%	17%
CCN(C(=O)CSc1nnc(-c2cccs2)n1CC)C1CCS(=O)(=O)C1 (stereo unspecified)	·	·	·	i	0.8	·	0.7%	·	-21	694	3%	·

The list itself, from the first entry:
SMILES	TNAP activators	WT yeast gro inh	WT yeast gro inh mutant strain	Myeloid diff MLP	Myeloid diff MLP GFP+ MAC1+ %	CSM14.1 death rescue	UTI89 phage lysis	PMI inhibition	Hep lipid drop	Hep lipid drop cells 6.5 µM	P. falciparum M1AAP	PMI inhibitors
COc1ccc(OC)c(S(=O)(=O)n2ccnc2C)c1	1.1	6	13	i	0.8	1.1%	0.3%	-5%	6	770	-5%	0%
COC(=O)C1CCN(C(=O)NC2CCCCC2)CC1	1.1	11	21	i	7.1	-2.3%	7.5%	-4%	-4	721	-2%	-3%
FC(F)(F)c1cc(-c2cccs2)nc2nc(N3CCOCC3)sc12	1	10	-46	i	0.1	-1.4%	0.3%	-4%	4	705	5%	-15%
CCCCOC(=O)C1=C(C)Nc2ncnn2C1c1cccc(OC)c1OC (stereo unspecified)	1	19	11	i	1.0	·	0.2%	16%	8	733	-4%	17%
CCN(C(=O)CSc1nnc(-c2cccs2)n1CC)C1CCS(=O)(=O)C1 (stereo unspecified)	·	·	·	i	0.8	·	0.7%	·	-21	694	3%	·
COc1ccc(Nc2nc(Cl)nc(N3CCN(c4ccc(OC)cc4)CC3)n2)cc1	1	9	-12	·	·	3.1%	·	15%	1	729	6%	16%
COc1ccc(-n2c(=O)cc(N3CCN(c4ccccc4F)CC3)[nH]c2=O)cc1	1	0	6	i	2.4	-0.2%	2.0%	15%	3	656	-2%	15%
CCN(CC)S(=O)(=O)N1CCC(C(=O)NC2CCCc3ccccc32)CC1 (stereo unspecified)	1.1	-1	6	i	1.2	-0.2%	5.3%	-4%	-42	732	0%	-8%
CCOc1ccc(CNc2nc3ccccc3n2CCN2CCOCC2)cc1	1.1	7	-16	i	1.3	-3.4%	-0.3%	-22%	-19	705	0%	-20%
O=C(Nc1ccc(NC(=O)c2ccco2)nc1)c1ccccn1	1.1	7	5	i	0.4	-3.9%	-0.7%	6%	·	·	2%	1%
CCn1c(SCC(=O)N2CCCCC2C)nc2ccsc2c1=O (stereo unspecified)	1.1	-17	-7	i	6.2	0.5%	-0.4%	-4%	·	·	8%	6%
CCC(CC)C(=O)Nc1cccc(/C(C)=N/NC(=O)c2ccccc2Cl)c1	1.1	12	19	i	1.0	-0.7%	-0.5%	11%	0	745	5%	12%
CCn1nc(C)cc1C(=O)Sc1ccc(Cl)cc1Cl	·	·	·	i	0.1	·	-0.2%	·	5	651	5%	·
O=c1c2cnn(-c3ccccc3)c2ncn1Cc1ccco1	1	3	-9	i	0.7	1.1%	1.7%[50 µM]	4%	-6	777	10%	14%
C/C(CC(=O)NC1CCCC1)=N\NC(=O)C1CCCCC1	1.1	-10	-9	i	0.3	0.1%	-0.2%	-2%	0	700	2%	2%
CCCCCCCn1c2c(c(=N)c3ccccc31)CCC2	1	81*	80*	·	·	-4.1%	0.2%	-4%	-126	516	·	2%
C[N+](C)(C)CCOP(=O)(O)OP(=O)([O-])OC[C@H]1O[C@@H](n2ccc(N)nc2=O)[C@H](O)[C@@H]1O	1.1	10	0	i	0.7	0.5%	6.0%	-1%	-12	698	-6%	-5%
O=C(Cn1cc(-c2nnnn2-c2ccc(Cl)cc2)c(=O)c2ccccc21)c1ccccc1	1.1	-3	0	+	7.2*	-0.7%	0.1%	7%	·	·	5%	2%
COc1ccc(-n2cc(C(=O)c3cc(Cl)ccc3O)cc(C#N)c2=O)cc1	1.1	44	15	i	0.2	1.1%	-0.9%	0%	13	729	-5%	-1%
COc1ccc(-c2nn(-c3ccccc3)cc2CNCCN2CCOC2=O)c(F)c1	1	0	-14	i	0.0	-0.6%	-0.5%	·	-4	675	-6%	·
CCCNC(=O)NC(=O)COC(=O)c1ccc(S(=O)(=O)N(C)c2ccccc2OC)cc1	1	-12	-6	i	0.7	-1.0%	0.0%	9%	3	709	-1%	2%
NC(=O)CC(O)c1cccc(Cl)c1 (stereo unspecified)	1.1	-17	12	i	0.3	·	-1.3%	10%	·	·	3%	11%
CCOc1ccccc1N1CCN(C(=S)NCc2ccco2)CC1	1.1	-6	12	i	0.4	-2.6%	1.7%[50 µM]	4%	9	692	1%	12%
C/C(N)=C(/C#N)C(=O)COC(=O)CNS(=O)(=O)c1ccc2ccccc2c1	·	·	·	i	0.8	·	0.2%	·	15	714	5%	·
CCOC(=O)C1=C(C)NC(c2cccs2)C(=O)N1 (stereo unspecified)	1.1	-14	-4	i	0.3	0.4%	0.3%	4%	8	717	10%	-6%
SMILES	TNAP activators	WT yeast gro inh	WT yeast gro inh mutant strain	Myeloid diff MLP	Myeloid diff MLP GFP+ MAC1+ %	CSM14.1 death rescue	UTI89 phage lysis	PMI inhibition	Hep lipid drop	Hep lipid drop cells 6.5 µM	P. falciparum M1AAP	PMI inhibitors
COc1ccc(-c2noc(CCC(=O)Nc3cc(Cl)c(OC)cc3OC)n2)cc1	1.1	21	14	i	1.0	-0.3%	3.8%	14%	5	875	2%	16%
NNC(=O)c1sc(-c2ccc(Cl)cc2)cc1N	1.1	23	-10	+	1.3*	-0.5%	-0.4%	-8%	-2	698	4%	0%
CCCOC(=S)N/C(=N\S(=O)(=O)c1ccccc1)c1ccccc1	1.1	1	20	i	1.5	-1.6%	7.8%	4%	34	739	-1%	14%
CCC(C(=O)NCCCc1ccccc1)c1ccccc1 (stereo unspecified)	1.1	2	-11	i	2.4	0.3%	0.2%[50 µM]	0%	-20	644	5%	-5%
COc1ccc(Cl)cc1S(=O)(=O)N1CCN(C)CC1	1.1	-7	-4	i	1.5	-0.7%	0.1%	1%	·	·	8%	3%
O=C1C2CCCN2C(c2ccccc2)N1c1ccc(Cl)cc1 (stereo unspecified)	1.1	-8	11	+	6.9*	-1.9%	1.0%	-2%	-3	716	6%	-5%
O=C(N/N=C/c1cccn1-c1ccccc1)c1ccncc1	1	-12	2	i	0.2	-1.0%	-0.1%	1%	4	769	16%	-6%
O=C(NCCc1csc(-c2cccnc2)n1)c1ccccc1Br	·	·	·	i	0.3	·	0.1%	·	-4	698	3%	·
Cn1c(N)c(C(=O)COC(=O)c2ccc(Cl)c(S(=O)(=O)N3CCCC3)c2)c(=O)n(C)c1=O	·	·	·	i	0.3	·	-0.1%	·	0	666	3%	·
O=C(OCC(=O)N(Cc1ccccc1)C1CCS(=O)(=O)C1)c1cc2c(s1)CCCC2 (stereo unspecified)	1.1	32	-1	i	0.6	-2.7%	1.4%	18%	2	673	4%	6%
CC(C)Oc1ccc(C(=O)NC2CCCCC2)cc1	1.1	-8	-3	i	0.6	1.4%	0.4%	-11%	-1	752	1%	-5%
CCOC(=O)C1=C(C)NC(=O)NC1/C(C)=C/c1ccccc1 (stereo unspecified)	1.1	13	24	i	0.7	-2.3%	-0.3%	10%	6	782	-3%	11%
O/N=C/c1ccnc(SCc2ccc(Cl)cc2)n1	·	·	·	i	0.3	·	-0.9%	·	5	740	8%	·
COc1ccc(NC(=O)N2CCN(c3cccc(C(F)(F)F)c3)CC2)cc1	1.1	4	19	i	1.3	-2.8%	-0.5%	4%	2	671	4%	11%
COc1cc2c(cc1OC)C(c1ccccc1F)OC(=O)C2 (stereo unspecified)	0.9	-18	-2	i	0.2	-0.5%	0.3%	14%	-6	595	17%	13%
CCOc1ccccc1Nc1nc2ccccc2n2cnnc12	1.1	19	-6	i	1.5	-0.7%	0.7%	-9%	7	713	0%	-9%
COc1ccc(/C=C/C(=O)Nc2c(C)nn(C)c2C)cc1COc1ccc(Br)cc1	1.1	-13	-21	i	2.3	-2.6%	0.3%	-6%	24	766	-2%	9%
COc1cccc(Oc2ccc(N/C=C/C(=O)C(C)(C)C)cc2)c1	1	-12	26	i	1.0	-5.4%	0.1%	25%	·	·	5%	20%
Cc1ccc(F)cc1NC(=O)N1CCN(C2c3ccccc3-c3ccccc32)CC1	·	·	·	i	0.6	·	0.7%	·	0	749	1%	·
CC/C(=N\NC(=O)c1ccc(CN(C)S(=O)(=O)c2ccc(C)cc2)cc1)c1ccc(OC(F)F)cc1	1.3	-5	-10	i	1.2	-0.6%	4.5%[50 µM]	-4%	2	663	6%	7%
CCCNS(=O)(=O)c1ccc(OCC(=O)N2CCC(C(=O)OCC)CC2)cc1	1.1	-18	-2	i	0.3	-1.4%	4.1%	5%	-10	761	3%	5%
CCOc1ccccc1N1CSC2=C(C#N)C(c3c(OC)ccc4ccccc34)CC(=O)N2C1 (stereo unspecified)	1.1	8	-7	i	2.9	-1.2%	-1.2%	67%*	·	·	18%	65%*
CCOC(=O)c1c(C)n(C)c2ccc(OC)c(NC(=O)CCN3CCC(Cc4ccccc4)CC3)c12	·	·	·	i	0.7	·	-0.6%	·	19	741	-2%	·
CC(C)CN1C(=O)/C(=C/c2cccs2)NC1=S	0.9	-3	7	i	0.3	-2.4%	0.2%	-13%	1	704	7%	-10%
Cc1sc(NC(=O)c2ccc(F)cc2)c(CN2CCCCCC2)c1C	1.1	2	-22	i	0.4	0.1%	0.8%[50 µM]	4%	-1	641	13%	8%
CCOC(=O)N1CCC(NC(=O)C2CCCN(C(=O)c3cc4sccc4n3C)C2)CC1 (stereo unspecified)	1.2	8	2	i	2.5	·	1.1%	9%	-25	579	1%	6%
Cn1nnnc1SCC(=O)N1c2ccccc2CCc2ccccc21	1.1	-21	-26	i	0.5	1.9%	-0.1%	7%	-4	729	-2%	10%
COc1ccccc1C(C#N)N1N=C(C)CC1(C)C (stereo unspecified)	1	14	12	i	0.7	0.2%	0.3%	13%	-28	627	4%	16%

Compounds as they come. About 4.6% of those tested had a hit in this group.
